Screens deposited in PubChem by National Center for Advancing Translational Sciences (NCATS).
KCNH2 WT inh: blocks the wildtype human KCNH2 potassium channel; 340,000 compounds, 0.37% hits; U2OS, BacMam KCNH2, thallium flux FluxOr; active compounds read low; activity change, % at 1.84 µM;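 active = maximum activity change below -70%; inconclusive = maximum activity change between -70% and -50%; inactive = maximum activity change above -50%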; note: % is set by controls: 0 for no effect and ±100 for the full control effect
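U2OS cells transduced with wild-type KCNH2 virus are loaded with FluxOr dye for 45 min, and thallium flux is measured in kinetic reads before and after stimulation buffer. Rate constants are normalized to DMSO controls.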
CXXC DNA block: MLL CXXC-DNA interaction inhibition. Q03164. MLL-CXXC / FITC-HOXA9 DNA fluorescence polarization. Potency, µM (highest dose often 115 µM), for the others: top-dose activity change, negative = inhibition, actives largely listed as inhibitors. 290,000 compounds, 0.037% hits; active = well fitted inhibition curve with a large enough effect in the polarisation, with a control signal flat, not every such curve was filed as active; inconclusive = small, poorly fitted or top-dose-only effect, or effect the other way, or a change in a side signal; inactive = no such curve, though single readings can be large or run the other way; the % refers to the polarisation; note: potency is the fitted concentration of half-maximal effect
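Steps: dispense CXXC domain solution (7 uM) → pin compounds or unlabeled HOX-A9 DNA control → 5 min ambient → add FLSN-HOX-A9 solution (50 nM) → spin → 30 min ambient → fluorescence polarization. Tris pH 7.5/NaCl/DTT/BSA buffer.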
Coupling enz: coupling enzyme interference in Giardia aldolase counter-screen; coupling enzyme system counterscreen, AmpLite Red fluorescence; activity change, negative = inhibition, % at 58.2 µM, hits read low; 290,000 compounds, 0.67% hits; in the data active = activity change below about -30%; note: % is set by controls: 0 for no effect and ±100 for the full control effect
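Final compound at 57.5 uM, incubated 10 min at RT with coupling enzyme reagent (glyceraldehyde-3-phosphate), then 20 min with substrate and AmpLite Red detection. Fluorescence read at 525/598 nm; tests interference with the coupling assay, not aldolase inhibition.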
TRPV1 agonist: agonists of human vanilloid receptor 1 (TRPV1) | TRPV1-expressing cells, Fluo-8 calcium influx, agonist mode | AID 540275 | activation, % at 8.33 µM | 320,000 compounds, 0.19% hits | Q8NER1; in the data active = activation above about 80%; inconclusive = between about 30% and that limit; note: 0% is about no effect
Target sequence (Q8NER1 whole entry, looked up): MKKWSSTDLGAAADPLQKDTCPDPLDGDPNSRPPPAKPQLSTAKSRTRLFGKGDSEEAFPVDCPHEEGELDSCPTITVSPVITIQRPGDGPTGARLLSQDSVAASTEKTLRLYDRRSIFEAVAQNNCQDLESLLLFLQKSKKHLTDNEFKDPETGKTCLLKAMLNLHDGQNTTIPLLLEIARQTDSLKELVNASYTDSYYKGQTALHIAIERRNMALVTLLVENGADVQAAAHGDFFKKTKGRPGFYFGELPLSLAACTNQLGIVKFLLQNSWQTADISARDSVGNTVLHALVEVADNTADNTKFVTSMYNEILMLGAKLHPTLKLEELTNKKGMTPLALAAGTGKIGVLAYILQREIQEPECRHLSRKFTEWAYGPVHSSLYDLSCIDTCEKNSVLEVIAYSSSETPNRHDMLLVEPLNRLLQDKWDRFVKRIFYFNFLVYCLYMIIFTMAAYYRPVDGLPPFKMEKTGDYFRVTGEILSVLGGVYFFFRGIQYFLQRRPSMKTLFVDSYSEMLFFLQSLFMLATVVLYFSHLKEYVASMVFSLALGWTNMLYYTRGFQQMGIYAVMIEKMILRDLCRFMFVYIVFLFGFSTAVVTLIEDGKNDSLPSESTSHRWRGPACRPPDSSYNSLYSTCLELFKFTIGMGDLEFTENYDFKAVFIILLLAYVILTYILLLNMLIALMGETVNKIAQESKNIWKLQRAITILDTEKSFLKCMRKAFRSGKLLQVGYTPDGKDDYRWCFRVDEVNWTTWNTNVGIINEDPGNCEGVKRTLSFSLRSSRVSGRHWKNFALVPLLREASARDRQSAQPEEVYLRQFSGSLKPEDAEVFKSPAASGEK
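Fluo-8 calcium influx in TRPV1-expressing cells, kinetic read (ex 480/em 520 nm). Compound added and read 3 min for agonist activity, followed by capsaicin at EC20 final and 2 min further read for enhancement.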
KCNH2 3.1 block: inhibitors of human KCNH2 3.1 potassium channel isoform | U2OS KCNH2 3.1, thallium flux FluxOr; active compounds read low | activity change, % (tested at about 1.8 µM) | 340,000 compounds, 0.95% hits | AID 720553;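 active = maximum activity change below -70%; inconclusive = maximum activity change from -70% to -50%; inactive = maximum activity change above -50%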;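 note: thallium influx rate constant from kinetic fluorescence after stimulation buffer; % is set by controls: 0 for no effect and ±100 for the full control effect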
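Virally transduced U2OS (3.1 isoform, 4 h infection in dark at RT) → overnight 37 C → FluxOr + Red40 in HBSS/HEPES, 45 min → stimulation buffer, 2 min kinetic read → rate constant vs DMSO controls.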
GALK inh: inhibitors of human galactokinase. 270,000 compounds, 0.007% hits. P51570. Potency, µM (highest dose often 57.5 µM), for the others: at the highest dose activity change, negative = inhibition, usual class: inhibitors. Purified GALK, Kinase-Glo residual ATP luminescence; note: potency is the fitted concentration of half-maximal effect; % is set by controls: 0 for no effect and ±100 for the full control effect
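Luminescence from leftover ATP (Ultra-Glo luciferase/luciferin) served as read-out after a 1 h room-temperature reaction of 5 nM GALK with 35 uM ATP and 100 uM galactose.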
A-T KAP1 phos: potential ataxia-telangiectasia treatments restoring KAP-1 phosphorylation | 320,000 compounds, 0.19% hits | […] A-T fibroblasts, KAP-1 phosphorylation AlphaLISA; neocarzinostatin DNA damage 30 min before lysis | Potency, µM (titrated, usually from 57.5 µM), for inactives: at the highest dose activation, hits mostly activators; note: potency is the fitted concentration of half-maximal effect; % of control where 0% means no effect; nearly all actives have a fitted effect of over 45% in size
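ATM-like activity read as KAP-1 phosphorylation via AlphaLISA donor/acceptor antibody pairs after lysis and 6 hr at 25C. Cells were ATM-null patient fibroblasts ([…], hTERT), dosed 60 min, then exposed to the DSB inducer NCS for 30 min.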
a7 integrin act: activates integrin-mediated alleviation for muscular dystrophy | alpha7betagal myoblasts, beta-gal FDG fluorescence, 48 h | Potency, µM (doses to about 38.3 µM), inactives show top-dose activation, hits mostly activators | 350,000 compounds, 0.064% hits;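 note: potency is the fitted concentration of half-maximal effect; 100% = response of the positive control SU9516; nearly all actives have a fitted effect of over 60% in size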
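alpha7betagal+/- myoblasts (passage 13, 250/well) treated 48 h at 37C with compounds at 1:260 dilution of DMSO stock. Lysed, then beta-galactosidase activity read as FDG fluorescence (ex 480/em 540) after 30 min, with pre-read for autofluorescence.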
ASM inhibitor: human S-ASM enzyme inhibition. AID 504937. P17405. 340,000 compounds, 0.006% hits. Potency, µM (series often up to 57.5 µM), for the others: at the top dose activity change, negative = inhibition, hits mostly inhibitors. placental ASM, HMU-PC fluorogenic substrate, 60 min; note: potency is the fitted concentration of half-maximal effect
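Fluorogenic HMU-PC substrate (9 uM final) is turned over by placental ASM in 60 min at 37 C after a 10 min compound preincubation. Reaction ended by alkaline stop (pH 10), with fluorescence read at 386/447 nm.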
MBNL1 CUG block: inhibitors of human MBNL1 binding to CUG repeat RNA. TR-FRET MBNL1-His/biotin-(CUG)12 binding, 665/545 ratio. 280,000 compounds, 0.036% hits. Potency, µM (doses to about 57.5 µM), without a hit: at the top dose activity change, negative = inhibition, actives largely listed as inhibitors. AID 2675. Q9NR56; active = well fitted inhibition curve with a large enough effect in the signal ratio, with a control signal flat, not every such curve was filed as active; inconclusive = small, poorly fitted or top-dose-only effect, or effect the other way, or a change in a side signal; inactive = no such curve, though single readings can be large or run the other way; the % refers to the signal ratio; note: potency is the fitted concentration of half-maximal effect; % is set by controls: 0 for no effect and ±100 for the full control effect
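TR-FRET readout: Ex 340 nm, 665/545 nm emission ratio, normalized to buffer-only (basal) and MBNL1-(CUG)12 controls. Complex of MBNL1-His with Biotin-(CUG)12, compounds 92 nM–58 uM, incubated 60 min at room temperature.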
Starred values were filed as active, the others as inactive; ? = inconclusive; · = no result given; [ ] = dose if it differs, or a comment. Unless noted, calls come from the whole dose curve; as a rule, active = well fitted curve in the direction sought with a large enough effect; inconclusive = small, poorly fitted or top-dose-only effect, or another doubt; inactive = no such curve, though single readings can be large; an effect the other way counts as inactive or inconclusive.

SMILES	KCNH2 WT inh	CXXC DNA block	Coupling enz	TRPV1 agonist	KCNH2 3.1 block	GALK inh	A-T KAP1 phos	a7 integrin act	ASM inhibitor	MBNL1 CUG block
Cc1cc(C)c(C(=O)NC2CCCc3c2cnn3-c2ccc(C)c(C)c2)c(=O)[nH]1 (stereo not given)	-0.7	11.0%	·	0.0	2.0	5.8%	6.5%	-16.2%	5.3%	-0.1%
Cc1nc2c(C(=O)N3CCN(c4ccccn4)CC3)cnn2c(C)c1Cc1cccc(Cl)c1	-4.8	-5.5%	0.0	8.0	2.6	-1.4%	4.1%	-9.8%	-2.9%	6.8%
CCOC(=O)CSc1ncnc2c1nnn2-c1ccc(F)cc1	6.3	8.8%	0.6	5.6	-0.6	0.2%	0.2%	2.8%	-0.2%	4.2%
CSc1ncccc1C(=O)NCC(c1ccco1)N1CCCCC1 (stereo not given)	-18.7	·	·	·	3.9	·	2.8%	-10.5%	7.8%	·
COc1ccc(OCC(=O)Nc2ccc(N3CCN(C(=O)c4ccccc4C)CC3)cc2)cc1	11.2	28.8%	0.0	5.8	7.0	-1.6%	5.3%	-2.7%	3.1%	-9.0%
Cc1ccc(C)c(Nc2cc(C)nc3ncnn23)c1	-0.4	-9.9%	-0.2	2.4	8.9	-5.6%	7.5%	6.0%	3.3%	-0.8%
CCc1cccc(CC)c1NC(=S)NC(C)c1ccccc1 (stereo not given)	-1.4	8.2%	0.9	25.0	2.1	·	0.6%	-26.7%	5.2%	-3.7%
O=C(CSc1ncnc2sccc12)Nc1ccc(S(=O)(=O)N2CCOCC2)cc1	-1.9	·	·	0.6	-3.2	·	-1.8%	3.5%	-3.1%	·
Nc1ccccc1OCCOc1ccccc1N	-6.2	-11.0%	-0.5	4.9	7.6	-2.2%	0.0%	9.5%	-5.5%	-11.3%
Cc1ccc(S(=O)(=O)N2CCN(C(=O)C(C)Cn3nc(C)c(C)c3C)CC2)cc1C (stereo not given)	1.4	10.7%	-0.2	1.1	12.5	-1.4%	-5.2%	28.7%	2.7%	4.0%
NS(=O)(=O)c1ccc(N2CCCCCC2)c([N+](=O)[O-])c1	3.4	-15.7%	1.0	-2.0	9.0	3.7%	-4.0%	6.0%	-2.5%	?
Cc1c(Cl)cccc1NC(=S)NNc1ncc(C(F)(F)F)cc1Cl	-2.1	-9.3%	1.1	2.1	4.3	1.9%	4.4%	-0.5%	-3.5%	-5.6%
C/C(=N\NC(=O)c1cccc(Br)c1)c1ccc(Br)cc1	1.9	9.6%	4.8	·	-6.3	-4.4%	7.6%	12.0%	-0.8%	-3.6%
O=C(CCl)NN=C(c1ccccc1)c1ccccc1	-8.7	2.6%	-2.2	-1.7	9.3	15.2%	-3.2%	-31.5%	-1.8%	-0.6%
N#Cc1ccc(NC(=O)CNc2cc(S(=O)(=O)N3CCOCC3)ccc2NCC2CCCO2)cc1 (stereo not given)	1.6	5.8%	-2.1	4.7	-17.5	7.3%	-2.1%	10.5%	2.5%	-1.0%
CC1(C)CC(=O)C(C2=NC(C)(C)Cc3ccccc32)=C(O)C1	6.9	-12.1%	-6.9	-3.1	3.2	2.0%	2.0%	15.4%	2.9%	-6.0%
Cc1ccc(-n2cc(CNCCN3CCOC3=O)c(-c3ccc(F)cc3)n2)cc1	9.5	-3.5%	-2.0	21.9	-8.8	1.6%	10.5%	?	-0.5%	-2.9%
CC(CN1CCOCC1)OC(=O)c1ccccc1 (stereo not given)	-3.6	-13.4%	6.1	·	11.4	9.5%	6.2%	37.0%	-1.1%	·
O=[N+]([O-])c1ccc(C2CCCC/C2=N/O)c([N+](=O)[O-])c1 (stereo not given)	2.9	4.6%	0.9	-2.8	6.1	1.0%	1.1%	12.7%	-2.1%	?
O=C(NCc1ccccc1F)c1ccc(S(=O)(=O)N2CCCCCC2)cc1	-11.8	·	·	?	-0.9	·	-4.4%	?	1.6%	·
O=C1CCCC2=C1C(c1ccc(O)c(Br)c1)C1=C(CCCC1=O)N2c1ccccc1	-3.4	-5.3%	-1.1	-1.1	14.7	-1.6%	3.0%	?	28.3%	13.0%
O=C(c1cc([N+](=O)[O-])ccc1N1CCOCC1)N1CCN(c2ccc([N+](=O)[O-])cc2)CC1	-124.6*	·	·	-0.1	-106.4*	·	-9.0%	-1.7%	-7.3%	·
Cc1cc(=O)oc2c(C)c(OCC(=O)NCc3ccccn3)ccc12	-20.4	6.2%	·	2.3	7.4	0.0%	9.2%	?	-0.3%	-3.9%
CN(C)CCNc1nc2sc3c(c2c(=O)n1CCc1ccccc1)CCCCC3	47.5	-1.6%	0.9	-1.0	-36.6	0.1%	5.4%	-10.5%	-13.3%	·
O=C(NCCc1ccncc1)Nc1cccc(Cl)c1	9.5	6.6%	0.5	7.9	-8.9	0.5%	4.4%	10.3%	1.2%	-13.1%
CCCc1ccccc1OCCNC(C)=O	0.4	10.3%	-0.2	?	-6.9	1.2%	-2.6%	23.7%	0.1%	2.4%
CCOC(=O)C1CCN(C(=O)CN(c2ccc3c(c2)OCO3)S(C)(=O)=O)CC1	-5.1	-2.5%	-0.2	5.0	·	0.9%	·	0.1%	1.4%	4.0%
Cc1cc(C)nc(NS(=O)(=O)c2ccc(NS(=O)(=O)c3ccc(C#N)cc3)cc2)n1	-2.4	-2.6%	·	-11.8	5.3	-5.3%	-5.4%	22.6%	4.4%	-5.4%
COC(=O)c1c(NC(=S)Nc2cc(OC)c(Cl)cc2OC)sc2c1CCCCC2	80.1	4.7%	-10.3	1.4	2.7	0.0%	10.6%	22.3%	-9.1%	·
O=C(COc1ccc2ccccc2c1)Nc1ccc2c3c(cccc13)CC2	0.3	8.9%	-0.4	0.7	-4.3	1.3%	-2.1%	10.3%	-3.0%	·
Fc1ccccc1CSc1nc2ncccc2[nH]1	-24.7	6.3%	-2.5	0.7	17.1	-0.1%	6.4%	-4.6%	0.2%	7.1%
Cc1cnc(C(=O)Nc2ccc(OC(F)(F)F)cc2)cn1	6.6	4.8%	0.8	?	9.9	-7.3%	0.9%	?	-6.2%	-5.3%
CC(=O)Nc1ccc(NC(=S)NC(=O)/C=C/c2ccc(Cl)cc2)cc1	-2.0	3.7%	0.4	1.6	0.5	-1.8%	-3.7%	15.6%	-2.7%	-1.2%
Cc1ccc(C)c(OCc2cc(C(=O)N3CCOCC3)no2)c1	7.7	25.5%	1.8	?	5.5	-5.2%	1.3%	-12.0%	-18.8%	-0.6%
CCNC(=O)NC1(C(=O)Nc2ccc3c(c2)CCC3)CCCCC1	-6.0	2.6%	-13.8	·	-1.8	-4.8%	-3.2%	14.8%	2.3%	-7.3%
COc1ccc(C2=NOC(C(=O)Nc3ccc4c(c3)OCO4)C2)cc1OC (stereo not given)	1.0	-3.0%	-1.2	0.1	·	7.0%	4.0%	0.0%	-1.0%	8.4%
COc1ccc(CNC(=O)Cn2c(=O)n(CC(=O)N3CCCCC3)c(=O)c3sccc32)cc1	-1.2	13.8%	·	-1.3	-2.0	-9.4%	15.9%	-24.8%	3.2%	-2.6%
OC[C@H]1O[C@@H](n2cnc3c(NC4CCCC4)ncnc32)[C@H](O)[C@@H]1O	2.2	9.9%	-2.0	-3.0	0.9	0.7%	4.5%	·	5.9%	7.7%
CCn1cnc2sc(C(=O)O)c(C)c2c1=O	0.0	-4.4%	-0.7	0.0	0.3	0.3%	-3.3%	-18.0%	1.1%	6.5%
CSc1ccccc1NC(=O)c1cc(-c2cccs2)on1	-12.9	8.9%	0.8	5.5	·	0.4%	4.1%	-11.8%[7.66 µM]	5.0%	13.2%
Cc1[nH]n(-c2ccccc2)c(=O)c1C(c1ccc(C(=O)O)cc1)c1c(C)[nH]n(-c2ccccc2)c1=O	5.8	?	12.7	2.0	-4.4	0.8%	-39.2%[inhibitor]	10.1%	-6.4%	?
COCCCC1CCN(C(=O)C2CCC(=O)N(CC3CCCCC3)C2)CC1 (stereo not given)	-5.0	16.9%	·	0.5	2.3	-2.2%	3.3%	-11.6%	0.9%	-0.2%
CCOC(=O)c1c(C)[nH]c(C(=O)OC)c1CCC(=O)OC	-13.5	4.8%	-0.6	-8.0	-3.0	-4.3%	-3.9%	11.7%	-2.2%	0.4%
O=C(/C=C/c1ccc2c(c1)OCO2)N1CCN(c2ccc(Cl)cc2)CC1	-1.5	2.6%	0.6	11.1	-1.6	-0.2%	-1.1%	-5.1%	-12.5%	-6.9%

Hits appear at their usual frequency. About 2% of those tested had a hit in this group.
